Compound activity: PubChem, several laboratories
MgcRacGAP inhibition – MgcRacGAP GTPase-activating activity inhibitors, confirmation, biochemical, ADP Hunter fluorescence; MgcRacGAP-stimulated Rac1 GTP hydrolysis, ADP Hunter fluorescence; higher % means a stronger effect; GST-tagged Rac1 F28L mutant substrate; inhibition, % at 30 µM; hits with a dose series show IC50 in µM; actives 0.6% (n = 340,000); AID 624330;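 active = first-screen hits whose inhibition reached a set limit at any dose in the follow-up dose series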;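 also: fluorescence reports GDP produced by GAP-driven GTP hydrolysis; strong numbers were not always called active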
LYP phosphatase – inhibitors of LYP phosphatase, biochemical, fluorescence intensity, uHTS (AID 1779). inhibition, % at 11.5 µM, or IC50 in µM where a hit was titrated. recombinant LYP phosphatase, fluorescence intensity; higher % means a stronger effect. actives 0.054% (n = 290,000); in the data active = inhibition above about 50%;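 also: plate controls were vehicle with enzyme for no effect and no enzyme for full effect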
GPR55 LPI antagonism – GPR55 antagonists blocking LPI-driven arrestin recruitment, primary screen, imaging, U2OS, beta-arrestin-GFP, LPI agonist (AID 2013) | inhibition, % at 10 µM; hits with a dose series show IC50 in µM | actives 0.13% (n = 290,000) | U2OS GPR55 beta-arrestin-GFP translocation imaging, LPI antagonism; higher % means a stronger effect;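 active = spots per cell inhibited over 60%, with over 100 cells counted and total cytoplasm intensity under 500,000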;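 also: U2OS cells stably carrying GPR55 and arrestin-GFP stimulated by 5 µM LPI near EC80; imaged beta-arrestin-GFP aggregate spots per cell after agonist stimulation; plate controls were LPI-stimulated DMSO wells for no effect and DMSO wells without LPI for full effect; some results filed as inactive read as strong as hits; confirmed hits need IC50 under 10 µM and bright autofluorescent wells are also inconclusive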
PhoP inhibition – PhoP-dependent GFP reporter repression – Salmonella Typhimurium, primary screen (AID 1863). S. Typhimurium PhoP-regulated promoter GFP reporter, 4 h; higher % means a stronger effect. inhibition, % at 50 µM; hits with a dose series show IC50 in µM. actives 0.16% (n = 300,000);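 active = inhibition over 29.93%, a cutoff 3 SD above the screen mean, later confirmed by dose response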;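 also: 0% = low Mg2+ inducing control and 100% = high Mg2+ repressing control; strong numbers were not always called active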
Myeloid diff 2 – promotes myeloid progenitor differentiation; ER-HoxA9 myeloid progenitors, lysozyme-GFP differentiation, flow cytometry; actives 1% (n = 360,000); calls only at 10 µM;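 active = normalized GFP-positive differentiation at or above the plate's own cutoff, the solvent-only control mean plus 3 SD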;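 also: cells exposed to compound for four days before flow analysis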
NTR1 ag – agonists of NTR1, primary screen, imaging, U2OS cells, beta-arrestin-GFP, high content (AID 493036) | NTR1-U2OS beta-arrestin-GFP spot imaging, agonist mode | P30989 | activation, % at 20 µM | actives 0.17% (n = 330,000);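 active = activation at or above 40% of the spot to cytoplasm intensity ratio, with at least 20 cells analyzed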;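 also: 0% = DMSO without peptide and 100% = 100 nM NTR1 peptide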
Target sequence (P30989 whole entry, looked up): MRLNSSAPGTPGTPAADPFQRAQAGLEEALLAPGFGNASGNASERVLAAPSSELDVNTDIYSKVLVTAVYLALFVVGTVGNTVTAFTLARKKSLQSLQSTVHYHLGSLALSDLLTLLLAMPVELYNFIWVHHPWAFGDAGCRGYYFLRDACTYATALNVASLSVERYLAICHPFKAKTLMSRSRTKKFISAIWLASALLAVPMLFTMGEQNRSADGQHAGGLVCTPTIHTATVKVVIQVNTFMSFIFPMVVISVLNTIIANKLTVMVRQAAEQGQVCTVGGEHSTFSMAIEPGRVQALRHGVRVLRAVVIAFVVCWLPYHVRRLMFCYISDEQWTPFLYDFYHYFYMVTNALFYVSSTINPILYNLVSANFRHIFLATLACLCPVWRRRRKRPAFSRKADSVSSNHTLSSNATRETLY
HIV peptide binding – inhibitors of HIV fusion peptide binding, primary screen, biochemical, uHTS, fluorescence dequenching (AID 1986). cell-free peptide binding, fluorescence dequenching, 30 min; higher % means a stronger effect. one-dose inhibition, % at 20 µM; IC50 in µM for titrated hits. actives 0.3% (n = 290,000); in the data active = inhibition mostly above about 52%, no sharp cut-off; inactive = mostly below about 76%; also: some results filed as inactive read as strong as hits
GPR35 arrestin U2OS – GPR35 antagonists blocking zaprinast-driven arrestin recruitment, primary screen, imaging, U2OS, beta-arrestin-GFP, zaprinast agonist (AID 2058); U2OS GPR35 beta-arrestin-GFP translocation imaging, zaprinast antagonism; higher % means a stronger effect; inhibition, % at 10 µM, or IC50 in µM where a hit was titrated; actives 0.052% (n = 290,000);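 active = inhibition of at least 50% with at least 30 cells and total cytoplasm GFP at most 10,000,000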
Siah-1 displacement – Siah-1 peptide-binding antagonists, primary screen, biochemical, fluorescence polarization, rhodamine-plectin, uHTS (AID 1817); actives 0.02% (n = 290,000); displacement, % at 20 µM, or IC50 in µM where a hit was titrated; Siah-1 / rhodamine-plectin peptide fluorescence polarization; higher % means a stronger effect;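 active = displacement of at least 50% at 20 µM, with a fluorescence ratio check between 0.3 and a set limit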;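 also: plate controls were Siah plus tracer with DMSO for no effect and tracer alone without Siah for full effect; strong numbers were not always called active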
NTR1 ag cell count 20 µM – recorded beside NTR1 ag, whose call it bears; cell count; measured here: cell count, cytotoxicity flag
Myeloid diff 2 GFP+ MAC1+ % – second read-out of Myeloid diff 2, no call of its own (marks repeat the call); GFP+ MAC1+ double positive, %; measured here: differentiation confirmed by MAC1 staining
Starred values were filed as active, the others as inactive; i = inactive; nt = not tested or not shown.

SMILES | MgcRacGAP inhibition | LYP phosphatase | GPR55 LPI antagonism | PhoP inhibition | Myeloid diff 2 | Myeloid diff 2 GFP+ MAC1+ % | NTR1 ag | NTR1 ag cell count 20 µM | HIV peptide binding | GPR35 arrestin U2OS | Siah-1 displacement
CC(C)CNC1CS(=O)(=O)CC1O (centres undefined) | -11% | -5% | 6% | -1% | i | 0.2 | 2.0 | 38 | -1.7% | 1% | 10%
Cc1cc(C)nc(SCC(CSc2nc(C)cc(C)n2)C(=O)O)n1 | 2% | -5% | 10% | -1% | i | 0.0 | -1.4 | 71 | -2.2% | 6% | -6%
COc1ccc(-c2cc(C(=O)NC(C)C)no2)cc1 | -1% | -6% | 6% | -5% | i | 9.6 | 2.5 | 45 | -1.0% | -6% | 1%
Cc1ccc(-n2c(Cc3cccs3)nnc2SCC(N)=O)cc1 | 9% | -10% | -11% | -16% | i | 1.0 | 1.2 | 60 | 2.1% | 6% | -1%
CCCP(=O)(CCC)CCP(=O)(c1ccccc1)c1ccccc1 | 4% | -6% | 14% | -2% | i | 0.1 | 1.3 | 66 | -0.4% | 18% | -2%
COc1ccc(NC(=O)c2cc(C)no2)cc1OC | 1% | -6% | 14% | -7% | i | 0.1 | -0.7 | 80 | -1.1% | 0% | 0%
CCOC(=O)c1sc(NC(=O)CSc2nnc(C)s2)c(C(=O)OCC)c1C | 7% | 2% | 4% | 8% | i | 0.4 | 6.4 | 80 | 1.8% | 13% | 3%
O=C(Nc1ccc(F)cc1F)c1ccco1 | 5% | -3% | 16% | 0% | i | 8.2 | -1.0 | 83 | -0.4% | -3% | 3%
O=C(c1ccco1)c1cn(CC(=O)N2CCCCCC2)c2ccccc12 | 0% | -2% | 5% | -4% | i | 0.8 | -1.6 | 75 | -2.0% | -2% | 14%
CCN(CC)c1ccc2cc(C(N)=O)/c(=N\NC(=O)c3ccncc3)oc2c1 | nt | 9% | 20% | -27% | nt | nt | -3.3 | 84 | 98%* | 6% | -4%

The list goes on, overlapping the part above by 2 compounds.
SMILES | MgcRacGAP inhibition | LYP phosphatase | GPR55 LPI antagonism | PhoP inhibition | Myeloid diff 2 | Myeloid diff 2 GFP+ MAC1+ % | NTR1 ag | NTR1 ag cell count 20 µM | HIV peptide binding | GPR35 arrestin U2OS | Siah-1 displacement
O=C(c1ccco1)c1cn(CC(=O)N2CCCCCC2)c2ccccc12 | 0% | -2% | 5% | -4% | i | 0.8 | -1.6 | 75 | -2.0% | -2% | 14%
CCN(CC)c1ccc2cc(C(N)=O)/c(=N\NC(=O)c3ccncc3)oc2c1 | nt | 9% | 20% | -27% | nt | nt | -3.3 | 84 | 98%* | 6% | -4%
COc1cccc(CNC(=O)CSc2ccc(-c3cccs3)nn2)c1 | 2% | -4% | -1% | 10% | i | 1.7 | -1.1 | 61 | 0.2% | 1% | 2%
O=C(O)C1(NS(=O)(=O)c2ccc(Cl)cc2)CCCCC1 | 0% | -1% | 5% | -10% | i | 2.4 | -1.4 | 77 | 1.1% | 2% | 4%
Cc1ccc(OCC(=O)Nc2ccc3c(c2)nc(CCN2CCCCC2)n3C)cc1 | 7% | -3% | 8% | -4% | i | 1.4 | -0.4 | 56 | -0.7% | 17% | -6%
Cn1cc(C=O)c2cc(F)ccc21 | 4% | -5% | 1% | -2% | i | 0.4 | 0.9 | 37 | -0.8% | 4% | 2%
Cn1c(NC(=O)c2ccc(F)cc2)nc2ccccc21 | 16% | 0% | -2% | -3% | i | 0.3 | -1.0 | 68 | -0.2% | -5% | 8%
CCOC(=O)N1CCN(S(=O)(=O)N2CCCC(C(=O)NCCCN3CCCCC3)C2)CC1 (centres undefined) | 18% | -8% | 8% | 3% | i | 2.4 | -0.2 | 63 | 1.3% | 12% | 0%
CCOC(=O)c1c(NC(=O)c2c(Br)cnn2C)c(C#N)nn1-c1ccccc1 | 3% | -2% | -11% | 2% | i | 7.9 | 1.3 | 47 | -5.6% | 28% | 3%
O=C(CN1C(=O)c2ccccc2C1=O)Nc1cccnc1 | 9% | -1% | -1% | -3% | i | 0.4 | 1.2 | 54 | -1.7% | -3% | -2%
CCOC(=O)c1ccc(NC(=O)c2cc(F)c(F)cc2Cl)cc1 | 8% | -3% | 3% | 3% | i | 0.1 | 1.4 | 50 | 0.7% | -9% | 4%
Cc1cc(NO)nc(-c2ccc(Br)cc2)n1 | 20% | -2% | 4% | -9% | i | 3.2 | 1.4 | 58 | 1.3% | 5% | 6%
CC1=CN2C(=NC(=O)CC2(C)C(=O)N(CC(=O)NC2CCCC2)Cc2ccc(Cl)cc2)C=C1 (centres undefined) | 11% | -15% | 3% | 2% | i | 1.3 | 0.2 | 51 | -1.0% | 22% | 3%
Cc1cccc(C(=O)Nc2cccc3cccnc23)c1 | 13% | -8% | 15% | -7% | i | 0.4 | 2.9 | 59 | -1.3% | 3% | 1%
Cc1ccc2nc3sc(C(=O)Nc4ccc(N5CCOCC5)cc4)c(N)c3cc2c1 | nt | -10% | 2% | -2% | nt | nt | nt | nt | 27% | 1% | -10%
O=C(Nc1ccccc1N1CCOCC1)c1ccc([N+](=O)[O-])cc1 | 8% | -2% | 7% | 5% | i | 1.4 | -0.1 | 95 | -0.7% | 4% | -1%
O=C(CSCc1ccc(Cl)cc1)N/N=C/c1ccc(OCC(=O)Nc2ccccc2)cc1 | 1% | -4% | 14% | -11% | i | 1.5 | 4.3 | 49 | -1.1% | 3% | 11%
Cc1ccnc(NS(=O)(=O)c2ccc(NC(=O)Cc3ccc(Br)cc3)cc2)n1 | 8% | -3% | 1% | 1% | nt | nt | -2.0 | 91 | 6.9% | -2% | 2%
O=C(O)CSc1c(-c2cccs2)[nH]c2ccccc12 | 3% | -4% | 10% | -13% | i | 0.9 | -1.3 | 87 | 3.2% | -5% | -6%
Nc1nc2c(s1)COc1ccccc1-2 | 5% | -6% | 7% | -2% | i | 0.4 | 2.3 | 28 | -3.1% | 6% | 3%
CCCn1c(NC(=O)c2ccccc2Br)nc2ccccc21 | -3% | 1% | 3% | 0% | i | 0.2 | 3.9 | 55 | -1.6% | 1% | 1%
COc1ccc(CN(C(=O)c2nsc(Cl)c2Cl)C(C(=O)NC2CCCC2)c2ccc(C)cc2)cc1 (centres undefined) | 13% | 6% | 18% | -2% | i | 0.8 | 2.6 | 71 | 1.4% | -4% | 12%
Cc1cccc(N2CCN(C(=O)C3CCN(c4nnc(-n5cccc5)s4)CC3)CC2C)c1 (centres undefined) | 10% | -1% | 5% | 10% | i | 0.9 | 2.7 | 74 | 1.5% | 8% | 4%
O=C(OCc1cc2ccccc2[nH]c1=O)c1cccs1 | 2% | 47% | 4% | -2% | i | 0.2 | 0.4 | 43 | 1.5% | -9% | 2%
O=C(CSc1nnc(Cn2c(=O)sc3ccccc32)n1-c1ccccc1)NCc1ccco1 | 6% | 4% | 9% | 0% | i | 2.9 | -3.8 | 66 | -0.4% | 3% | 4%
Cc1nc(SCC(O)CCl)c([N+](=O)[O-])[nH]1 (centres undefined) | 13% | -8% | 4% | -7% | i | 1.5 | 0.2 | 33 | -1.4% | -5% | 0%
O=c1[nH]c2ccccc2n2cnnc12 | nt | 0% | 16% | 4% | i | 0.1 | 1.4 | 36 | 0.8% | -10% | 5%
CCc1ccccc1NC(=O)CSc1nnc(C2CC2)n1CC1CCCO1 (centres undefined) | 2% | -5% | 3% | -6% | i | 1.0 | 3.1 | 37 | 0.1% | -1% | 2%
CCCc1nn2c(=O)cc(O)nc2s1 | 4% | -11% | 2% | -15% | i | 0.5 | 2.0 | 49 | 1.6% | 4% | -6%
COc1ccc(C(=O)/C=C(\C)Nc2ccc(NC(C)=O)cc2)cc1 | 25% | -3% | 15% | 13% | i | 1.8 | 0.1 | 51 | -3.5% | 2% | -2%
O=C(CC1C(=O)NCCN1Cc1cccc(F)c1)NCCCCCN1CCOCC1 (centres undefined) | 5% | -9% | 9% | -6% | i | 2.2 | 0.0 | 60 | 4.6% | -3% | -2%
O=C(Nc1ccc(NC(=O)c2ccccc2Cl)cc1)c1cccnc1 | 7% | -3% | 0% | -6% | i | 0.7 | 2.4 | 47 | 1.2% | 8% | 9%
Cc1c(Br)c([N+](=O)[O-])nn1CC(=O)NCCc1c[nH]c2ccccc12 | -7% | 4% | 10% | -6% | i | 0.6 | 1.9 | 62 | -0.7% | -2% | 2%
NC(=O)CC(NC(=O)Cc1cccc2ccccc12)c1ccc(NC2CC3CCC2C3)c([N+](=O)[O-])c1 (centres undefined) | 1% | -6% | -2% | -4% | i | 1.7 | 9.1 | 88 | 6.3% | -10% | -1%
CCOC(=O)CSc1nc(CC)nc2ccccc12 | 3% | -7% | -7% | -7% | i | 2.8 | -1.3 | 52 | 0.1% | 4% | 0%
Cc1occc1-c1nnc(SCC(=O)N(C)C)o1 | 6% | -7% | 14% | 4% | i | 9.0 | -0.4 | 62 | -0.1% | -11% | 0%
O=C(Nc1ccccc1)c1ccc(NCCN2C(=O)CCC2=O)c([N+](=O)[O-])c1 | 4% | -4% | 8% | -1% | i | 0.4 | -0.2 | 30 | -2.9% | 3% | -2%
Cc1ccc(C(=O)NNc2c3ccccc3nc3ccccc23)cc1 | 4% | -2% | 8% | 59% | i | 0.3 | 16 | 50 | -5.7% | 13% | 0%
O=[N+]([O-])c1cc(CSC2=NCCN2)ccc1O | -2% | -5% | 4% | nt | i | 0.3 | nt | nt | -1.4% | 5% | 1%
CN(C)C(CNc1ccc(C(F)(F)F)cc1[N+](=O)[O-])c1ccccc1 (centres undefined) | 7% | -8% | -2% | -8% | i | 1.6 | 1.0 | 52 | -0.4% | 5% | -1%

4 neighbouring compounds out of the list so far, quoted:
SMILES | MgcRacGAP inhibition | LYP phosphatase | GPR55 LPI antagonism | PhoP inhibition | Myeloid diff 2 | Myeloid diff 2 GFP+ MAC1+ % | NTR1 ag | NTR1 ag cell count 20 µM | HIV peptide binding | GPR35 arrestin U2OS | Siah-1 displacement
O=C(Nc1ccccc1)c1ccc(NCCN2C(=O)CCC2=O)c([N+](=O)[O-])c1 | 4% | -4% | 8% | -1% | i | 0.4 | -0.2 | 30 | -2.9% | 3% | -2%
Cc1ccc(C(=O)NNc2c3ccccc3nc3ccccc23)cc1 | 4% | -2% | 8% | 59% | i | 0.3 | 16 | 50 | -5.7% | 13% | 0%
O=[N+]([O-])c1cc(CSC2=NCCN2)ccc1O | -2% | -5% | 4% | nt | i | 0.3 | nt | nt | -1.4% | 5% | 1%
CN(C)C(CNc1ccc(C(F)(F)F)cc1[N+](=O)[O-])c1ccccc1 (centres undefined) | 7% | -8% | -2% | -8% | i | 1.6 | 1.0 | 52 | -0.4% | 5% | -1%
